TRPC6 act = activators of mouse TRPC6 channel; 310,000 compounds, 0.13% hits; B-score at 10 µM; HEK293-TRPC6 membrane potential dye fluorescence; hits give high values;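 active means B-score of the integrated fluorescence ratio above library mean plus 3 SD, and starting fluorescence ratio within library mean plus 5 SD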;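 further: higher score means more depolarization so channel activation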
TRPC4 act = TRPC4 (mouse) channel activation; Q9QUQ5; HEK293 TRPC4beta/mu-opioid, Fluo4 calcium fluorescence; hits give high values; 310,000 compounds, 0.49% hits; B-score at 10 µM;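 active means B-score above 5 SD of library B-scores, and initial fluorescence ratio not above library mean plus 5 SD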;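 further: positive B-score marks a calcium rise read as TRPC4 activation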
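System: HEK293 cells stably co-expressing mouse TRPC4beta and mu-opioid receptor; Schedule: Fluo4 dye loading 45 min at room temperature, 110 s recording; Detection: Fluo4 fluorescence, kinetic; Evaluation: B-scored integrated calcium fluorescence ratio; Controls: buffer (low) and maximal DAMGO (high).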
HIF act = HIF pathway transcriptional activation; U2OS HRE-luciferase reporter, luminescence; normalized: DMSO 0%, desferrioxamine 100%; activation, % at 7.5 µM (by protocol); 300,000 compounds, 0.32% hits; AID 1910;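 active means mean activation of at least 10% of the iron chelator positive control signal, with at least half of replicates also reaching 10%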
aSyn 5UTR inh = 5' untranslated region of α-synuclein, MLPCN primary screen; alpha-synuclein 5'UTR reporter, inhibitor activity; inhibition, % (tested at 7.5 µM); 300,000 compounds, 0.82% hits; AID 1813; in the data active means inhibition above about 60%;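 further: H4 neuroglioblastoma cells stably carrying SNCA 5'UTR luciferase fusion; 0% = DMSO wells and 100% = positive control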
KLF5 inh = suppresses KLF5 promoter-driven expression. DLD-1 KLF5 promoter-luciferase reporter, luminescence. inhibition, % at 5 µM. 290,000 compounds, 0.23% hits;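 active means inhibition above a per-plate limit of that plate's mean compound inhibition plus 3 SD, cut at about 60% in these data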;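 further: 0% = DMSO wells and 100% = LY294002 at 200 µM; higher means less KLF5 promoter-driven luciferase light; inactives centre near -14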
TRPC6 inhibitor = inhibitors of mouse TRPC6 channel; Q61143; HEK293-TRPC6, membrane potential dye, ACh-evoked depolarization; hits give low values; B-score at 10 µM; 310,000 compounds, 1.1% hits;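 active means B-score under library mean minus 3 SD, initial fluorescence not abnormally high, positive integrated signal ratio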;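 further: B-score derived from integrated fluorescence ratio over the kinetic read; more negative B-score means stronger inhibition of depolarization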
IEC-6 cytotox = counter-screen for KLF5 inhibitors: cytotoxicity in IEC-6 cells | inhibition, % at 5 µM | AID 1825 | IEC-6 cytotoxicity, luminescence viability | 290,000 compounds, 0.78% hits; in the data active means inhibition above about 22%;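 further: 0% = plate median of test compound wells and 100% = cytotoxic reference compound wells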
SKKanGAS inh = blocks kanamycin growth of S. pyogenes SKKanGAS strain; 300,000 compounds, 1.3% hits; inhibition, % at 7.5 µM; BacTiter-Glo, 6 h; AID 1662;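 active means mean replicate score, as percent of positive control median, at least 50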;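 further: strain carries kanamycin resistance gene driven by streptokinase promoter and grows in 40 µg/ml kanamycin; loss of luminescence reflects streptokinase promoter inhibition or plain growth inhibition; 0% = median of DMSO wells and 100% = positive control at its reference dose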
TRPC4 inh = inhibitors of mouse TRPC4 channel. Q9QUQ5. B-score at 10 µM. HEK293 TRPC4beta/mu-opioid, DAMGO-evoked Fluo4 calcium flux; hits give low values. AID 2247. 300,000 compounds, 0.39% hits;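 active means B-score over 3 SD under the library average, no early fluorescence shift, positive overall ratio signal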
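Material: HEK293 cells with stable TRPC4beta plus mu-opioid receptor expression / Probe or stimulus: DAMGO in two steps, submaximal then maximal / Compound: single concentration per test compound / Technique: kinetic Fluo4 fluorescence imaging of calcium influx / Read-out: per-well B score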
MrgX1 antag = blocks BAM8-22 activation of human MrgX1 receptor; MRGX1-HEK293 calcium flux, Fluo-4, BAM8-22 antagonism; hits give low values; B-score at 10 µM; 310,000 compounds, 1.3% hits;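 active means calcium-response B-score plate-corrected more than 3 library SD below zero, starting fluorescence within 5 deviations, no agonist response on first addition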;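 further: peak minus trough fluorescence over baseline after final BAM8-22 challenge near maximal dose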
Target sequence (Q96LB2 whole entry, looked up): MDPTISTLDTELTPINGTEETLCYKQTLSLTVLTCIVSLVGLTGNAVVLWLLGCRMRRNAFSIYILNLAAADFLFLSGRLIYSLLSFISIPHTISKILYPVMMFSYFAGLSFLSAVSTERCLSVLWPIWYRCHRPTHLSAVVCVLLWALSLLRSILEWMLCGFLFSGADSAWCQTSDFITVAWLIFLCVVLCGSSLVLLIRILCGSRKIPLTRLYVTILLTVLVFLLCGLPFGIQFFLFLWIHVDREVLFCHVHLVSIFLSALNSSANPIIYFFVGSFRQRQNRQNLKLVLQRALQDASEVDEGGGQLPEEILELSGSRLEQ
TRPC4 PAM = TRPC4 (mouse) allosteric potentiation; Q9QUQ5; HEK293 TRPC4beta/mu-opioid, DAMGO EC20, Fluo-4 Ca2+ flux; hits give high values; B-score at 10 µM; 310,000 compounds, 0.42% hits; AID 2227;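 active means B-score of calcium response area above 5 SD of library B-scores, with initial fluorescence ratio within 5 SD of library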;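 further: B-score of integrated fluorescence ratio over time as area under calcium response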
* marks the source's active call; other numbers are inactive results; i = inactive; nt = no result given; & = joins results of further samples; ! = a repeat was not active.

SMILES | TRPC6 act | TRPC4 act | HIF act | aSyn 5UTR inh | KLF5 inh | TRPC6 inhibitor | IEC-6 cytotox | SKKanGAS inh | TRPC4 inh | MrgX1 antag | TRPC4 PAM
COc1ccc2[nH]c(=O)cc(C(=O)O)c2c1 | i | i | 0.5 | -5 | -17 | i | 5 | 3 | i | i | i
CC(C)CCNC(=O)Nc1ccc2c(c1)N(C)C(=O)CS2 | i | i | 0.9 | 12 | -63 | i | -1 | 16 | i | i | i
Cn1nc(C(=O)Nc2nnc(C3CC3)s2)c2ccccc2c1=O | i | i | -0.6 | 24 | -19 | i | -1 | -4 | i | i | i
COc1cc(/C=N/NC(=O)CSc2ccccn2)ccc1O | i | i | 0.1 | -6 | -66 | i | 4 | 10 | i | i | i
Cc1nc(NCCc2ccc(O)cc2)c2nnn(Cc3ccccc3)c2n1 | i | i | -0.2 | 45 | 11 | i | 0 | 9 | i | i | i
CCN(c1ccccc1)S(=O)(=O)c1ccc(F)cc1 | i | i | -0.4 | -1 | 4 | i | -1 | -1 | i | i | i
CC1CCCCN1CCn1c(=S)[nH]c2cc3c(cc2c1=O)OCO3 (stereo unspecified) | i | i | 0.1 | 1 | -17 | i | 2 | -1 | i | i | i
Cc1ccc(N)cc1-n1c(C)ccc1C | i | i | 0.3 | -78 | -17 | i | -10 | 17 | i | i | i
O=C(COc1cc2oc(=O)c3c(c2cc1Cl)CCC3)NCCCN1CCOCC1 | i | i | -0.4 | 9 | -22 | i | 1 | -15 | i | i | i
Cc1c(C(=O)Nc2ccc(OC(F)(F)F)cc2)sc2nc3n(c(=O)c12)CCC3 | i | i | 0.4 | -46 | 1 | i | -2 | 31 | i | i | i
COc1cc(NS(=O)(=O)c2ccc3c(c2)NC(=O)CO3)cc(OC)c1 | i | i | -0.3 | 3 | 12 | i | 2 | -4 | i | i | i
CN(C)c1ccc(C(=O)Nc2ccc(O)c3c(=O)cc(-c4ccccc4Cl)oc23)cc1 | i | i | -0.3 | 12 | nt | i | nt | 17 | i | i | i
CSc1ccccc1NC(=O)c1cc(C2CC2)on1 | i | i | 3.0 | -116 | -27 | i | -8 | -1 | i | i | i
COc1ccc(S(=O)(=O)Nc2ccccc2C(=O)OC2CCCN(C)C2)cc1OC (stereo unspecified) | i | i | 0.2 | 13 | -4 | i | 0 | 10 | i | i | i
Cc1c(NC(=O)COc2ccc3ccc(=O)oc3c2)c(=O)n(-c2ccccc2)n1C | i | i | -0.3 | 0 | nt | i | nt | 0 | i | i | i
CSc1ccccc1NC(=O)CN(Cc1ccc(Cl)cc1)S(C)(=O)=O | i | i | -0.5 | 12 | -20 | i | -2 | 0 | i | i | i
COc1ccc(N2CCN(C(C)=C3C(=O)c4ccccc4C3=O)CC2)cc1 | i | i | 1.0 | -49 | -18 | i | 4 | 0 | i | i | i
O=S(=O)(Cc1ccccc1)N1CCC(N2CCN(c3ccccc3)CC2)CC1 | i | i | 0.0 | -7 | -1 | i | -3 | 1 | i | i | i
CCCCOc1ccc(/C=C/C(=O)OCC(=O)c2c(N)n(C)c(=O)n(C)c2=O)cc1OCC | i | i | 0.2 | 21 | 2 | i | 0 | 4 | i | i | i
O=C(COC(=O)c1ccccc1SCC(=O)N1CCCC1)NCc1ccccc1 | i | i | -5.7 | -4 | nt | i | nt | 4 | i | i | i
CC1(c2ccccc2)NC(=O)N(N)C1=O (stereo unspecified) | i | i | 0.2 | -1 | -31 | i | 4 | -5 | i | i | i
C=CCn1c(CCNC(=O)c2ccccc2F)nnc1SCC(=O)Nc1nc2ccccc2s1 | i | i | -0.3 | -17 | 2 | i | 4 | 6 | i | i | i
CS(=O)(=O)N(Cc1ccccc1)c1ccc(C(=O)Nc2ccc(C(N)=O)cc2)cc1 | i | i | 1.2 | 7 | -31 | i | 2 | 5 | i | i | i
Cc1nc(C)n(CC(=O)N2CCCC(C(=O)c3ccc(Cl)cc3C)C2)n1 (stereo unspecified) | i | i | -0.4 | 20 | 2 | i | 0 | -2 | i | i | i
CCOc1cc2c(cc1OCC)C(c1ccc(F)cc1)NCC2 (stereo unspecified) | i | i | -0.6 | 10 | nt | i | nt | -4 | i | i | i
CC(C)c1ccc(N(C(=O)CNC(=O)c2ccco2)C(C(=O)NC2CCCC2)c2cccnc2)cc1 (stereo unspecified) | i | i | -0.4 | -2 | -13 | i | -2 | -2 | i | i | i
COc1ccc(S(=O)(=O)NCC2CCCN(C(=O)c3ccccc3)C2)cc1 (stereo unspecified) | i | i | 0.2 | -6 | -11 | i | -3 | 6 | i | i | i
Cc1ccc(-c2cc(C(=O)Nc3sc4c(c3C(=O)NCc3ccco3)CCC4)[nH]n2)c(O)c1 | i | i | -0.3 | 8 | -32 | i | -4 | 11 | i | i | i
O=C(NCc1ccco1)C1CCN(C(=O)c2cc3sccc3n2Cc2ccc(F)cc2)CC1 | i | i | nt | 24 | 16 | i | -2 | -3 | i | i | i
O=C(CN1CCOCCOCCOCC1)Nc1ccccc1 | i | i | -1.0 | 12 | 0 | i | -7 | -1 | i | i | i
CCN(Cc1ccccc1)C(=O)C1CCN(C(=O)Nc2ccccc2)CC1 | i | i | 0.1 | 13 | -21 | i | -2 | 4 | i | i | i
COc1ccc(NC(=O)CSc2nnc(-c3cccnc3)s2)cc1 | i | i | -0.4 | -29 | -2 | i | -3 | 0 | i | i | i
O=C(Nc1ccc(Cc2nc3ccccc3s2)cc1)c1ccncc1 | i | i | 0.9 | -25 | -28 | i | 4 | -1 | i | i | i
O=C(NCc1ccc(S(=O)(=O)NC2CCCCC2)s1)c1ccccc1 | i | i | 0.2 | -16 | -8 | i | 8 | -9 | i | i | i
COc1ccc(C(=O)Nc2nc(C)cc(C)n2)cc1[N+](=O)[O-] | i | i | 0.9 | 19 | 27 | i | -1 | -2 | i | i | i
O=C1CN(C(=O)c2ccccc2Cl)c2ccccc2N1 | i | i | -2.4 | -5 | -3 | i | 0 | -5 | i | i | i
COc1ccc(Cn2nnnc2C(c2ccc(N(C)C)cc2)N2CCC(C)CC2)cc1 (stereo unspecified) | i | i | -0.8 | 8 | -12 | i | 5 | -1 | i | i | i
Cc1cccc(OCC(=O)Nc2ccc3c(c2)nc(CN2CCCCC2)n3C)c1 | i | i | -0.8 | -40 | 7 | i | 4 | -2 | i | i | i
Cc1ccc2nc(N3CCN(Cc4nnnn4C4CCCC4)CC3)c(C#N)cc2c1 | i | i | 0.3 | 7 | 4 | i | 1 | 9 | i | i | i
COc1cc(N=Nc2cccc(S(N)(=O)=O)c2)c2ccccc2c1N | i | i | 1.1 | -27 | -35 | i | 10 | 42 | i | i | i
CCN(CC)Cc1cc(Nc2ccnc3cc(Cl)ccc23)ccc1O | i | i | 1.5&1.4 | -21&7 | -36 | -5.7*! | 10 | -1&2 | i | i | i
CCOC(=O)C1=C(C)N(c2ccccc2)C(=O)/C1=C\c1ccc(O)c(OC)c1 | i | i | -0.1 | 2 | -17 | i | -2 | 4 | i | i | i
CC1=C/C(=N\OC(=O)/C=C/c2ccccc2)C(C)=CC1=O | i | i | -0.3 | -15 | -12 | i | 0 | 1 | i | i | i
CCc1noc(C)c1C(=O)Nc1nc(-c2ccccc2)cs1 | i | i | -0.1 | -43 | nt | i | nt | -5 | i | i | i
NS(=O)(=O)c1ccc(-c2ccc(/C=C3\C(=O)Nc4ccccc43)o2)cc1 | i | i | -1.4 | -48 | -5 | i | -2 | 0 | i | i | i
Clc1cccc(Cl)c1NC1=NCCC1 | i | i | 0.3 | -13 | -6 | i | 4 | 11 | i | i | i
COc1ccc(-c2c(-c3ccc(OCC(=O)NN)cc3O)n[nH]c2C)cc1 | i | i | -0.1 | -2 | -21 | i | -4 | 41 | i | i | i
O=C(O)c1cccc(N2C(=O)c3cccc(Oc4ccc(Cl)cc4)c3C2=O)c1 | i | i | -0.2 | 10 | -26 | i | -1 | 13 | i | i | i
CCN1CCN(CCOc2ccc(Cl)cc2)CC1 | i | i | 0.0 | -11 | 1 | i | -4 | 4 | i | i | i
CCN(CC(=O)Nc1ccccc1OC)C(=O)c1cccc(-n2cccc2)c1 | i | i | -0.1 | -6 | -19 | i | 6 | -2 | i | i | i
Cc1ccc(NC(=O)CN(C)S(=O)(=O)c2cccs2)cc1F | i | i | 1.0 | -64 | -20 | i | -2 | -1 | i | i | i
C/C(=N/NS(=O)(=O)c1ccc(Br)cc1)c1ccc(C)o1 | i | i | -0.1 | 22 | -49 | i | -7 | 0 | i | i | i
COc1ccc(CNc2nc3ccccc3n2C)c(O)c1 | i | i | 3.3 | -133 | -105 | i | -3 | -1 | i | i | i
COc1ccccc1CC(NC(C)=O)C(=O)NC1CCN(S(=O)(=O)c2ccccc2)CC1 (stereo unspecified) | i | i | -3.6 | 1 | -8 | i | -3 | -2 | i | nt | i
Cc1cc(-c2ccccc2)nc(SC(C(=O)O)c2ccccc2)n1 (stereo unspecified) | i | i | 0.5 | 7 | -1 | i | 1 | -2 | i | i | i
O=[N+]([O-])c1ccc(-[n+]2nc(-c3ccccc3)nn2-c2ccccc2)cc1 | i | i | -1.7 | 25 | -25 | i | 10 | 5 | i | i | i
Cc1cnc(C(=O)OCC(=O)N2c3ccccc3CC2C)cn1 (stereo unspecified) | i | i | -0.1 | 22 | -43 | i | 1 | -4 | i | i | i
Cc1cc(C)c(NC(=O)CCCN2CCOCC2)c(C)c1 | i | i | 0.0 | 22 | -25 | i | -3 | 1 | i | i | i
Cc1ccc(-c2nnc(-c3ccccc3)o2)cc1 | i | i | -0.5 | -77 | -181 | i | 5 | -5 | i | i | i
CC1(c2nnc(-c3ccccc3)o2)CC(c2c(Cl)cccc2Cl)=NO1 (stereo unspecified) | i | i | 0.9 | -17 | nt | i | nt | -6 | i | i | i
COc1ccccc1-c1nnc2sc(-c3cnccn3)nn12 | i | i | -1.7 | 10 | -20 | i | 1 | 5 | i | i | i

Compound activity deposited in PubChem by several laboratories.
